AMA1 RON2 block = inhibitors of Plasmodium falciparum AMA1-RON2 interaction; AlphaScreen AMA1-biotinylated RON2 peptide binding; Potency, µM (doses to about 58.2 µM), for the others: top-dose activity change, negative = inhibition, usual class: inhibitors; actives 0.2% (n = 360,000);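 further: potency means the concentration at half of the fitted maximal effect; 0% = vehicle wells and -100% = peptide control; nearly all actives have a fitted effect of over 45% in size; some results filed as inactive show a strong effect at the top dose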
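AMA1 (3D7) with his tag at 25 nM final met compounds first, then biotinylated RON2 peptide at 25 nM; detection used donor plus acceptor beads, 10 µg/mL apiece, read by AlphaScreen after 30 min at room temperature.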
TbPYK inhibitor = inhibitors of Trypanosoma brucei pyruvate kinase. Potency, µM (series often up to 76.8 µM), inactives show at the highest dose activity, negative = inhibition, hits mostly inhibitors. actives 0.12% (n = 410,000). AID 624173. Q57TT1. TbPYK enzyme, Kinase-Glo Plus ATP luminescence, 45 min; further: potency means the concentration at half of the fitted maximal effect; nearly all actives have a fitted effect of over 50% in size
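Glycolytic pyruvate kinase of T. brucei was incubated with substrate, test compound and 130 uM ADP for 45 minutes at room temperature. Luminescent Kinase-Glo Plus signal was measured after 10 minutes.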
HCMV inh = blocks human cytomegalovirus replication; HFF cells, HCMV-luciferase reporter, 72 h; hits give low values; activity change, negative = inhibition, % at 57.5 µM; actives 4.5% (n = 410,000); AID 1259415; in the data active means activity change below about -60%; inconclusive means no clear call, values can overlap the other calls; inactive means above about -39%
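Human foreskin fibroblasts infected with luciferase-reporter HCMV at MOI 1 PFU/cell, compounds at two doses. Luciferase measured 72 h post infection; normalized to buffer-only basal and Salinomycin (10uM) controls.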
LmPK inh = blocks Leishmania mexicana pyruvate kinase activity; purified LmPK, Kinase-Glo ATP luminescence, 1 h; Potency, µM (top dose mostly 57.5 µM), without a hit: top-dose activity change, negative = inhibition, hits mostly inhibitors; actives 0.37% (n = 290,000); further: potency means the concentration at half of the fitted maximal effect
Target sequence (Q27686 whole entry, looked up): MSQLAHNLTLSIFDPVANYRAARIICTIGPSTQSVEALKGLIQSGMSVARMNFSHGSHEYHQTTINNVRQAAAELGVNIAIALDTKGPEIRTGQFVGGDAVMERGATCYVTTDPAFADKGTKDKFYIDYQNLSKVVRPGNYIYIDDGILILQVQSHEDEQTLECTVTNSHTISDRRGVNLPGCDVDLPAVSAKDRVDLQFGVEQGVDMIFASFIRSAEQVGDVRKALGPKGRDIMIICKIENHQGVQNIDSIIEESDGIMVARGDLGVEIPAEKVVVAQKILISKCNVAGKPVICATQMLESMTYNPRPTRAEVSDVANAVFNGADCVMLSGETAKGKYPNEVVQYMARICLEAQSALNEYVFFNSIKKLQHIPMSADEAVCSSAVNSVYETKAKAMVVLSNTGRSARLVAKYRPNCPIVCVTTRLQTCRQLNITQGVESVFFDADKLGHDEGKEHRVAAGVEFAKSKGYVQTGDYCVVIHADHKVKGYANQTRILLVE
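ATP generated from ADP (0.1 mM) and PEP (0.5 mM) by 0.1 nM LmPK over 1 h at room temperature (pH 7.2 imidazole buffer) was detected by coupled luciferase luminescence. Values were normalized to uninhibited and no-enzyme wells.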
AmpC inh no detg = inhibitors of E. coli AmpC beta-lactamase without detergent. P00811. AmpC nitrocefin hydrolysis, absorbance 480 nm, 0.0001% Triton. Potency, µM (series often up to 57.1 µM), inactives show top-dose activity change, negative = inhibition, usual class: inhibitors. actives 0.52% (n = 330,000). AID 485341;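 further: potency means the concentration at half of the fitted maximal effect; plate controls were no compound for no effect and no enzyme for full effect; nearly all actives have a fitted effect of over 20% in size; some results filed as inactive show a strong effect at the top dose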
Target sequence (P00811 whole entry, looked up): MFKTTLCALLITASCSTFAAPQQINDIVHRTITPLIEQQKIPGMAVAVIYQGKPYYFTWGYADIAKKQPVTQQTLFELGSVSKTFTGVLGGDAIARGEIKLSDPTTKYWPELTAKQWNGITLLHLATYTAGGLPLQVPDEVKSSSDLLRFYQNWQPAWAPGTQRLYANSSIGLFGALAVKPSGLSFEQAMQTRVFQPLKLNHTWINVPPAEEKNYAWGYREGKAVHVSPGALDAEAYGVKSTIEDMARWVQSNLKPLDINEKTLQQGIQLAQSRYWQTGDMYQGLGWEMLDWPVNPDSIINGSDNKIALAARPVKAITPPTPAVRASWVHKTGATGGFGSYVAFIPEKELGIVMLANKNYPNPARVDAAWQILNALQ
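20 mM phosphate pH 7.0 + 0.01% (detergent screen) or 0.0001% Triton X-100; 5.3 nM AmpC reagent; cpd preinc 15 min RT; nitrocefin (800 uM stock) to start; A480 q20 s × 4 min; Activity was normalised to no-enzyme and no-compound control wells.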
AmpC detergent = AmpC beta-lactamase inhibition with detergent present | actives 0.041% (n = 370,000) | Potency, µM (doses to about 114 µM), without a hit: top-dose activity change, negative = inhibition, usual class: inhibitors | P00811 | AmpC hydrolysis of nitrocefin, absorbance 480 nm, 0.01% Triton | AID 485294;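 further: potency means the concentration at half of the fitted maximal effect; 0% = no-compound wells and -100% = no-enzyme wells; nearly all actives have a fitted effect of over 25% in size; some results filed as inactive show a strong effect at the top dose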
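AmpC (5.3 nM in the dispensed reagent) in 20 mM phosphate pH 7.0 with 0.01% (detergent screen) or 0.0001% Triton X-100 was preincubated with compounds for 15 min at room temperature. Nitrocefin was then added from an 800 uM solution, and hydrolysis was followed at 480 nm.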
Sm TGR block = blocks Schistosoma mansoni thioredoxin glutathione reductase. AID 485364. actives 3% (n = 360,000). Potency, µM (doses to about 114 µM), for the others: top-dose activity change, negative = inhibition, hits mostly inhibitors. purified TGR, DTNB reduction, TNB absorbance 405 nm; further: potency means the concentration at half of the fitted maximal effect; nearly all actives have a fitted effect of over 60% in size
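First, TGR (20 nM dispensed) and NADPH were mixed with compound. Second, a 15 min room-temperature incubation followed. Third, further NADPH and then DTNB were added to start the reaction. Finally, TNB absorbance was monitored kinetically.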
Active calls of the source: *; ? = inconclusive; . = no result given; [ ] = another dose, or the depositor's remark. Unless noted, the call rests on the fitted dose curve; in most records, active means well fitted curve in the direction sought with a large enough effect; inconclusive means small, poorly fitted or top-dose-only effect, or another doubt; inactive means no such curve, though single readings can be large; an effect the other way counts as inactive or inconclusive. Unless noted, on the % scale 0 is the no-effect control and ±100 the full control effect.

item	structure	AmpC inh no detg	HCMV inh	LmPK inh	Sm TGR block	AmpC detergent	AMA1 RON2 block	TbPYK inhibitor
1	Cc1ccc(S(=O)(=O)NC(=O)NN2CC3CCCC3C2)cc1 (stereo unspecified)	-9%	26	3%	-1%	-6%	0%	-4%
2	CCN1CCN(c2ccc(S(=O)(=O)N3CCOCC3)cc2NC(=O)/C=C/c2cccc(OC)c2OC)CC1	178%[activator]	35	.	-7%	-11%	6%	-3%
3	CC1CCN(C(=O)CS(=O)(=O)Cc2ccccc2)CC1	-5%	10	-3%	-4%	4%	2%	-4%
4	COc1ccccc1-c1cc(C(=O)Nc2ccccc2C(F)(F)F)no1	.	5	.	12%	15%	.	-4%
5	CCOc1ccc(NC(=O)CCCCn2c(=O)[nH]c3ccsc3c2=O)cc1	-11%	-27	-1%	23%	3%	-7%	-3%
6	COc1ccc(NC(=O)NCC(C)CSc2ccc(C)cc2)c(OC)c1 (stereo unspecified)	-28%	30	-1%	-14%	-11%	-1%	4%
7	Cc1ccc(S(=O)(=O)c2cc3ccc(O)cc3oc2=O)cc1C	-29%	-20	0%	-2%	-6%	18%	2%
8	CN1CCN(S(=O)(=O)c2ccc(Cl)c(C(F)(F)F)c2)CC1	.	-38	.	.	.	8%	1%
9	Cc1ccccc1-c1nnc(CN2CCC(C)CC2)o1	10%	-26	0%	24%	-13%	5%	6%
10	Cc1cc2c(cc1C)-n1c(-c3ccccc3)c3c(=O)n(C)c(=O)n(C)c3c1C(c1ccco1)N2 (stereo unspecified)	.	-20	.	-6%	2%	.	2%
11	C/C(N)=C(/C#N)C(=O)COC(=O)CNS(=O)(=O)c1c(F)cccc1F	-8%	-28	-7%	11%	0%	7%	2%
12	Cc1nc(-c2ccc(S(=O)(=O)N3CCN(C4c5ccccc5-c5ccccc54)CC3)s2)cs1	-37%	-14	6%	-1%	5%	-3%	-12%
13	CC(=O)Nc1cccc(-c2csc(C(O)c3ccccc3)n2)c1 (stereo unspecified)	.	28	.	.	.	0%	1%
14	CCOC(=O)C1(C)CCCN(C(=O)c2ccc(C#N)cc2)C1 (stereo unspecified)	.	1	.	.	.	-5%	-6%
15	CCc1cccc(-n2nnc(-c3nsc(NC(=O)c4cccs4)n3)c2C)c1	.	129	.	-1%	3%	.	5%

Other entries follow.
item	structure	AmpC inh no detg	HCMV inh	LmPK inh	Sm TGR block	AmpC detergent	AMA1 RON2 block	TbPYK inhibitor
16	Cc1cccc(-c2noc(CCCOc3ccc(Cl)cc3Cl)n2)c1	-19%	-36	2%	7%	6%	48%[activator]	-14%
17	Cn1c(=O)n(CCCO)c(=O)c2c1nc1n2CCCN1Cc1ccccc1	38%	-2	2%	-26%	-13%	2%	0%
18	COc1cccc(C(=O)c2cn(CC(=O)NCc3ccccc3)c3nc(C)ccc3c2=O)c1	.	-25	.	2%	0%	.	4%
19	Cc1ccc(C)c(Cn2c3ccccc3c3cnn(CC(=O)NCCCc4ccccc4)c(=O)c32)c1	.	-3	.	-11%	5%	.	-2%
20	COc1ccc(CCN(C)C(=O)c2cnc(C)cn2)cc1OC	-10%	-18	6%	5%	-15%	12%	0%
21	Cc1cc(S(=O)(=O)N2CCCC2)ccc1OCC(=O)N1CCC(C(N)=O)CC1	-13%	10	-2%	-7%	3%	-7%	4%
22	Cc1ccc(N2C(=O)CSC2c2ccccn2)cc1Cl (stereo unspecified)	2%	-11	-12%	-12%	-13%	-1%	6%
23	C#CCNC(=O)C1CCN(c2ccc(S(=O)(=O)N3CCOCC3)cc2Cl)CC1	35%	?	3%	?	-7%	-5%	4%
24	C/C(=C\c1cc2ccccc2o1)C1Nc2cccc3cccc(c23)N1	-10%	-18	.	13µM*	6%	.	-7%
25	COCCN(C(=O)CNC(=O)c1ccco1)C(C(=O)NC1CCCC1)c1ccccc1 (stereo unspecified)	-13%	-19	0%	-6%	-8%	-6%	2%
26	COC(=O)C1C2C=CC(C3CC23)C1C(=O)OCC(=O)c1ccccc1 (stereo unspecified)	0%	-5	2%	4%	?	-10%	3%
27	C=C1c2cc(C)c(C)cc2NC(=O)N1c1ccccc1	16%	14	-3%	?	-6%	7%	-3%
28	CC(=O)Oc1ccc(Cl)cc1/C=C/c1cc(OC(C)=O)c2ccccc2n1	-37%	52	-1%	-21%	?	.	.
29	CNC(=S)Nc1ccc(-c2nc3ccc(C)cc3s2)cc1	-1%[2.29 µM]	88	1%	-12%	?	1%	-4%
30	CCCCc1nnc(NC(=O)c2ccc(OCc3c(C)noc3C)cc2)s1	0%	?	.	-3%	-4%	0%	0%

Other results follow:
item	structure	AmpC inh no detg	HCMV inh	LmPK inh	Sm TGR block	AmpC detergent	AMA1 RON2 block	TbPYK inhibitor
31	O=S1(=O)C[C@@H](N2CC[C@@H](O)C2)[C@H](COCc2ccccc2)N1	.	11	.	.	.	10%	1%
32	COc1ccc(-c2nc(-c3ccccc3OC)no2)cc1OC	226%[activator]	31	0%	8%	3%	-6%	-8%
33	CN(C(=O)Cn1nc(C(=O)O)c2ccccc2c1=O)C1CCCCC1	3%	39	.	.	.	21%	1%
34	O=C(NCCOc1ccccc1)c1ccc2c(c1)S(=O)(=O)c1cc(Cl)ccc1C2=O	-47%	-20	.	.	.	-23%	-4%
35	CCOc1ccc(-n2ccnc2SCC(=O)Nc2nnc(C)s2)cc1	-20%	-28	-1%	?	-6%	39%[activator]	-14%
36	O=C1N(Cc2ccccc2F)c2ccccc2C12OCCCO2	1%	-12	6%	12%	?	0%	2%
37	Cn1c(CC(=O)Nc2ccccc2F)nnc1SCC(=O)Nc1nncs1	-12%	5	7%	1%	-1%	6%	0%
38	O=C(COC(=O)COc1ccc(Cl)cc1)Nc1ccc(F)c([N+](=O)[O-])c1	-24%	-28	1%	0%	3%	6%	0%
39	CCOC(=O)C1=C(COC(=O)COc2ccc(C(=O)CC)cc2)NC(=O)NC1C (stereo unspecified)	0%	-11	.	-7%	-14%	8%	1%
40	O=C(CN(c1ccc(Cl)cc1)S(=O)(=O)c1ccccc1)N/N=C/c1ccco1	-60%	-19	10%	?	-11%	-4%	-1%
41	CC(CCc1ccc(O)cc1)NCc1ccc(Cl)cc1Cl (stereo unspecified)	-31%	-2	-3%	-12%	-4%	-1%	1%
42	C1=C(c2ccco2)N2CCN=C2S1	-26%	1	7%	1%	-11%	-11%	-2%
43	COc1cc(OC)cc(-c2nnc(SCC(=O)c3ccc([N+](=O)[O-])cc3)o2)c1	.	26	.	7%	0%	.	0%
44	CCN(CC)S(=O)(=O)c1ccc(NC2c3ccccc3C(=O)N2CCN2CCOCC2)cc1 (stereo unspecified)	140%[activator]	16	-1%	5%	?	7%	0%
45	CCc1ccc(CN2CCSCC2)cc1	-23%	36	5%	-23%	-14%	-24%	-6%

Continuation.
item	structure	AmpC inh no detg	HCMV inh	LmPK inh	Sm TGR block	AmpC detergent	AMA1 RON2 block	TbPYK inhibitor
46	COC(=O)C1=C(O)CSC1=Nc1ccc(C)cc1	-2%	33	-2%	-9%	?	19%	-11%
47	CC(NC(=O)COC(=O)Cc1ccc(-c2ccccc2)cc1)c1ccccc1 (stereo unspecified)	-8%	-19	3%	-10%	-2%	26%	-12%
48	CCOc1cccc(C(=O)Nc2ccc3c(c2)OCCO3)c1	9%	4	2%	3%	-10%	-6%	-17%
49	CC(Sc1nc2cc([N+](=O)[O-])ccc2n1-c1cccc(C(F)(F)F)c1)C(=O)NC(N)=O (stereo unspecified)	-23%	-23	2%	7%	-9%	9%	-9%
50	Cc1cc(C(=O)OCC(=O)NCCc2ccc(S(N)(=O)=O)cc2)c2ccccc2n1	-10%	-12	.	4%	0%	3%	0%
51	C[C@@H]1CN([C@@H](C)CO)C(=O)Cc2cc(NC(=O)C3CCCCC3)ccc2O[C@H]1CN(C)S(=O)(=O)c1ccccc1	278%[activator]	-10	.	.	.	-2%	-5%
52	O=C(COC(=O)CCN=C1NS(=O)(=O)c2ccccc21)NC1CCCCCCC1	-15%	?	1%	-8%	-7%	-4%	1%
53	CCOC(=O)N1CCN(S(=O)(=O)c2cn(C)c(=O)n(C)c2=O)CC1	3%	-4	0%	1%	0%	0%	1%
54	CNC(=O)C1Cc2ccccc2CN1S(=O)(=O)c1ccc(OC)c(OC)c1 (stereo unspecified)	-8%	7	-1%	10%	2%	6%	0%
55	O=C(Oc1ccc(N2C(=O)C3C4CCC(C4)C3C2=O)cc1)c1ccco1 (stereo unspecified)	74%[activator]	129	-4%	-3%	7%	-9%	1%
56	OCC1CCCN(C(=S)Nc2ccc(OC(F)F)cc2)C1 (stereo unspecified)	-16%	19	1%	-8%	-12%	-13%	-8%
57	O=C1OCCN1C(=O)[C@H]1[C@H](c2ccc(Cl)cc2)C(c2ccccc2)=NN1c1ccc(Br)cc1	-29%	-4	.	.	.	64%[activator]	6%
58	CCC(C)n1c(=O)c2sccc2n2c(CCCC(=O)N3CCN(c4ccccc4)CC3)nnc12 (stereo unspecified)	.	?	.	3%	-10%	.	3%
59	O=C1C(=Cc2ccc(F)cc2)CCc2ccccc21	.	-1	.	.	.	29%	?
60	CC(=O)NCCNC(=O)C1CCCCN1S(=O)(=O)c1ccccc1 (stereo unspecified)	-4%	-27	2%	7%	4%	0%	3%
61	Cc1nc2ccc(Cl)cc2c(-c2ccccc2)c1CC(=O)O	-26%	9	-5%	3%	-2%	12%	1%
